ERG Ets-DNA blk: blocks human ERG Ets domain binding to DNA; P11308; fluorescence polarization, His-ERG Ets domain / labelled DNA; Potency, µM (series often up to 76.9 µM), inactives show top-dose FP activity, negative = inhibition, actives largely listed as inhibitors; hit rate 0.028% among 370,000; AID 624246; active = well fitted inhibition curve with a large enough effect in the polarisation, with a control signal flat; inconclusive = small, poorly fitted or top-dose-only effect, or effect the other way, or a change in a side signal; inactive = no such curve, though single readings can be large or run the other way; the % refers to the polarisation;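 also: polarization taken with two DNA probes labelled with fluorescein and Texas red; potency is read from the fitted curve at half-maximal effect; % of control where 0% means no effect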
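His-tagged ERG Ets domain (1 uM in the protein solution; 300mM KCl, 50mM Tris-HCl, 1mM EDTA, 1mM DTT, pH 7.5) received compound, then a probe mix of 5 nM fluorescein-DNA and 100nM Texas-615-DNA. Fluorescence polarization was read for both dyes.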
APEX1 inh: APE1 (human) endonuclease inhibition; hit rate 0.35% among 350,000; Potency, µM (top dose mostly 65.8 µM), inactives show at the top dose activity change, negative = inhibition, actives largely listed as inhibitors; recombinant APE1, TAMRA/BHQ-2 abasic DNA cleavage fluorescence; P27695;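 also: potency is read from the fitted curve at half-maximal effect; plate controls were vehicle for no effect and reference inhibitor for full effect; nearly all actives have a fitted effect of over 55% in size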
Target sequence (P27695 whole entry, looked up): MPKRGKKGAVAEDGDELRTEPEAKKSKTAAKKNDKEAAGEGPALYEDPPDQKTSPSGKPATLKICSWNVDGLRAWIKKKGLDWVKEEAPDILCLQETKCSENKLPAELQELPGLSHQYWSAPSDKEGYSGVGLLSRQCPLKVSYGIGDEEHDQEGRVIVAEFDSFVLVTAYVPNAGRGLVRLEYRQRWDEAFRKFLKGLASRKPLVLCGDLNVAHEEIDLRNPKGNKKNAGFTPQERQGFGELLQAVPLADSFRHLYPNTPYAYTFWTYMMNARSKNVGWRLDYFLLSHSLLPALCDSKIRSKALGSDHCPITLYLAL
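Endonuclease cleavage of a quenched abasic-site DNA duplex (50 nM) by APE1 (0.75 nM) was tracked by TAMRA dequenching. Compounds were preincubated with enzyme 15 min at room temperature; data normalized to buffer-only and DMSO wells plus NSC13755 control.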
Pol kappa inh: blocks human DNA polymerase kappa activity; Q9UBT6; Potency, µM (doses to about 107 µM), without a hit: top-dose activity, negative = inhibition, hits mostly inhibitors; hit rate 0.53% among 400,000; AID 588579; purified Pol kappa, fluorescent DNA synthesis assay, 10 min; also: potency is read from the fitted curve at half-maximal effect; % is scaled to controls: 0 for no effect and ±100 for the full control effect
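Pol kappa 10 nM + cpd, 15 min RT; start w/ substrate 50 nM final; fluorescence kinetic read, 0 and 10 min. Neg ctrl: buffer, no enzyme.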
Pol eta inh: blocks human DNA polymerase eta activity | AID 588591 | recombinant Pol eta, fluorescent DNA replication assay | hit rate 1.2% among 390,000 | Potency, µM (doses to about 114 µM), for the others: at the top dose activity change, negative = inhibition, actives largely listed as inhibitors | Q9Y253; also: potency is read from the fitted curve at half-maximal effect; % is scaled to controls: 0 for no effect and ±100 for the full control effect
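Pol eta (10 nM) was preincubated with compounds for 15 min at room temperature, after which fluorescent replication substrate (50 nM final) was added to start the reaction. Fluorescence was read kinetically at 0 and 10 min.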
12-LOX inh: blocks human arachidonate 12S-lipoxygenase. P18054. purified 12hLO, xylenol orange hydroperoxide absorbance. Potency, µM (series often up to 108 µM), for the others: top-dose activity change, negative = inhibition, actives largely listed as inhibitors. hit rate 1.1% among 580,000. AID 1671190; also: potency is read from the fitted curve at half-maximal effect; % is scaled to controls: 0 for no effect and ±100 for the full control effect
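Hydroperoxide product was detected by ferrous iron/xylenol orange as the 573 to 405 nm absorbance ratio. Arachidonic acid at 40 uM (final) was turned over for 30 min at room temperature by 150 nM human 12hLO, pH 7.0 Hepes buffer, after 15 min compound preincubation.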
Apoferritin bind: candidate novel general anesthetic via apoferritin binding | P02791 | apoferritin/1-aminoanthracene competitive binding, fluorescence | Potency, µM (highest dose often 77.5 µM), for the others: top-dose activity change, negative = displacement, usual class: inhibitors | hit rate 0.074% among 350,000 | AID 485281; also: potency is read from the fitted curve at half-maximal effect; % is scaled to controls: 0 for no effect and ±100 for the full control effect; nearly all actives have a fitted effect of over 20% in size
Target sequence (P02791 2-175 limits assumed): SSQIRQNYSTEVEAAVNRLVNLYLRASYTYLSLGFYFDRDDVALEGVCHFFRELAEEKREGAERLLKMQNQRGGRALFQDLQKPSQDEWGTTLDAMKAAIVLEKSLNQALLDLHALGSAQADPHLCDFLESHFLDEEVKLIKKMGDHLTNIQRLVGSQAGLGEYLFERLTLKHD
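Probe: 1-aminoanthracene (50% saturated, PBS). Protein: horse-spleen apoferritin, 10 uM. Incubation: 10 min, room temperature. Detection: 380 nm excitation, 535 nm emission. Analysis: normalized response, four-parameter Hill.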
RGS4 inhibitor: inhibitors of human regulator of G protein signaling 4; P49798; Transcreener GDP fluorescence polarization, RGS4-accelerated GTP hydrolysis; Potency, µM (top dose mostly 114 µM), without a hit: at the top dose activity change, negative = inhibition, actives largely listed as inhibitors; hit rate 0.039% among 390,000; AID 504845; also: potency is read from the fitted curve at half-maximal effect; % is scaled to controls: 0 for no effect and ±100 for the full control effect; nearly all actives have a fitted effect of over 75% in size; some results filed as inactive show a strong effect at the top dose
Target sequence (P49798 whole entry, looked up): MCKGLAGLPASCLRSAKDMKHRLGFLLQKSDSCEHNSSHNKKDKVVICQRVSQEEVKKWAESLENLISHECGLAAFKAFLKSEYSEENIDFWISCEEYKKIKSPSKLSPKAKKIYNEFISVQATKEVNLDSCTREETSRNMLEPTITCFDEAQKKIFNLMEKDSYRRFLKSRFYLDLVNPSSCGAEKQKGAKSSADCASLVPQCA
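MLSMR compounds (23 nl, pin-transferred) preincubated 10 min at room temperature with a 500nM (2x) first reagent, then RGS4 at 900nM (2x) plus Transcreener GDP mix added; fluorescence polarization (620/688 nm) read before and after 90 min at 30 °C.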
POLB inh: inhibitors of human DNA polymerase beta; P06746; Pol beta primer extension/strand displacement, fluorescence kinetic; Potency, µM (highest dose often 114 µM), without a hit: at the top dose activity change, negative = inhibition, most hits filed as inhibitors; hit rate 1.3% among 340,000; AID 485314; also: potency is read from the fitted curve at half-maximal effect; % is scaled to controls: 0 for no effect and ±100 for the full control effect
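Values derive from four-parameter Hill fits of normalized kinetic data: reads at 0 and 10 min following addition of 50 nM substrate to 10 nM Pol beta preincubated 15 min with compound.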
LDHA block: inhibitors of human lactate dehydrogenase A; purified LDHA, NADH/diaphorase-resazurin fluorescence; stronger effect = lower value; AID 1347041; activity change, % (values are at about 110 or 230 µM); hit rate 0.15% among 480,000; in the data active = activity change below about -30%; inconclusive = mostly about -25% to -30%;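 also: plate controls were DMSO wells for no effect and wells without enzyme for full effect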
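LDH5 2 nM; NADH 0.06 mM, pyruvate 0.2 mM; 200 mM Tris pH 7.4, EDTA, Tween-20; 5 min RT. Detection: diaphorase 0.133 mg/mL + resazurin 37 µM, fluorescence ex540/em590 at 0 and 20 min; normalized to enzyme-free and DMSO wells.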
Numbers without * were called inactive; i = inactive; ? = inconclusive; · = not tested or not shown; & = joins results of further samples; [ ] = dose if it differs, or a comment. Unless noted, calls follow the shape of the dose curve; as a rule, active = well fitted curve in the direction sought with a large enough effect; inconclusive = small, poorly fitted or top-dose-only effect, or another doubt; inactive = no such curve, though single readings can be large; an effect the other way counts as inactive or inconclusive. Only part of the results is shown; count on the stated rates, not on these rows.

SMILES | ERG Ets-DNA blk | APEX1 inh | Pol kappa inh | Pol eta inh | 12-LOX inh | Apoferritin bind | RGS4 inhibitor | POLB inh | LDHA block
CCOc1cc(C(=O)Nc2nnc(CC)s2)ccc1OCC(=O)N1CCOCC1 | -5.2% | ? | -1.6% | -17.4% | 0.0% | -6.3% | 15.8% | 53.9% | -2.9
COC(=O)c1ccc2c(=O)n(CCCCCC(=O)N3CCN(c4ccc(Cl)cc4)CC3)c(=O)[nH]c2c1 | 2.6% | · | 2.2%[60.1 µM] | -15.4% | -13.7% | 1.8% | -17.9% | -12.9% | 3.3
COc1ccccc1-c1cc(C(F)(F)F)nc(S(=O)(=O)CCCC(=O)O)n1 | 5.8% | 9.9% | -11.7% | -9.3% | 18.3% | -9.1% | -13.4% | 17.0% | -11.6
FC(F)(F)c1ccnc(NCc2ccc(Cl)cc2)n1 | -0.7% | 3.6% | -1.6% | -19.4% | 0.0% | ? | 3.7% | -20.4% | -0.8
Cc1oc2cc(Br)c(O)c(Br)c2c1-c1ccccc1 | 7.5% | 13.0% | -0.1% | -22.5% | · | -12.2% | -16.1% | -7.9% | 3.1
O=C(O)c1cc(-c2ccc(/C=C3\NC(=O)N(c4ccc(Cl)cc4)C3=O)o2)ccc1Cl | 18.5% | 25.1µM* | 10µM* | 3.55µM* | ? | -0.5% | -17.0% | 6.31µM* | 0.9
O=C(Oc1oc(-c2ccco2)nc1C=Nc1ccccc1)c1ccoc1 | · | 5.2% | -8.8% | 11.1% | -4.3% | -12.8% | -13.8% | -2.0% | 1.6
O=C(C1CCN(S(=O)(=O)c2ccccc2[N+](=O)[O-])CC1)N1CCOCC1 | -11.8% | 1.2% | 13.4% | -7.7% | -0.3% | -6.9% | -12.2% | 29.4% | -3.8
CCN(CC)CCC#CC1(O)c2ccccc2-c2ccccc21 | -15.4% | -3.3% | -2.9% | -14.1% | i | -13.7% | -31.6% | -0.3% | -3.0
O=C(Cn1nc(C(=O)O)c2ccccc2c1=O)Nc1cccc(S(=O)(=O)N2CCCC2)c1 | -2.2% | 6.9% | -15.3% | 4.2% | -12.1% | · | 25.3% | · | -5.2
CC(/C=N/n1c(-c2ccncc2)n[nH]c1=S)=C\c1ccco1 | 9.1% | 25.8% | 50.1µM* | ? | 7.08µM* | -7.4% | -36.1% | -14.5% | 3.0
CC(=O)Nc1ccc(C(=O)Nc2ccc(S(=O)(=O)N3CCCCC3)cc2)cc1 | -1.0% | 1.1% | 6.3% | -17.1% | -18.7% | -23.2% | -3.2% | 4.8% | -7.7
O/N=C(/c1ccc(F)cc1)C1CC1c1c(F)cccc1Cl (centres undefined) | -2.7% | -9.2% | -3.7% | -13.2% | -26.4% | ? | -22.1% | 1.7% | -3.3
Cc1ccc(C2Nc3ccc4ccccc4c3C3=C2C(=O)CC(C)(C)C3)o1 (centres undefined) | -10.8% | -4.1% | -10.6% | -11.6% | ? | 1.0% | -30.8% | -14.8% | 6.4&-1.3
CCc1cccc(NC(=O)CSc2nc3ccsc3c(=O)n2CC)c1 | -0.7% | · | -20.1% | -18.1% | -19.9% | -13.2% | -11.2% | 1.8% | 1.2
COC(=O)Cc1c(OC)ccn(CCc2c[nH]c3ccccc23)c1=O | 1.5% | 1.0% | -4.7% | -15.1% | -24.3% | -2.1% | -7.1% | 18.5% | -2.0
O=C(NCCc1nnc2ccccn12)c1cccs1 | -6.1% | 56.2% | -2.0% | 0.6% | 2.9% | 25.5% | 4.3% | 1.9% | -10.9
CCOc1ccc(OCC(=O)Nc2nnc3n2CCS3)cc1 | 0.1% | · | -2.5%[60.1 µM] | 1.5% | -3.0% | -1.9% | 3.2% | 1.4% | 1.6
COc1ccccc1C(=O)NCC(=O)OCC(=O)c1ccc2c(c1)-c1ccccc1C2 | · | -5.3% | -19.4% | -9.5% | -10.1% | -13.2% | 27.1% | ? | -3.4
CC(C(=O)NCc1cccnc1)c1ccc([N+](=O)[O-])cc1 (centres undefined) | -5.4% | 36.2% | -0.9% | -13.8% | 16.6% | -10.1% | -35.6% | 19.2% | 0.5
Cc1cc(NC(=O)CSc2nc3ccccc3n2CC(=O)N2CC(C)CC(C)C2)no1 (centres undefined) | -5.5% | -1.4% | -21.9% | -5.5% | 9.8% | -9.7% | -13.2% | 16.8% | -9.6
CCCCn1cc(S(=O)(=O)c2ccc(Cl)cc2)c(=O)c2cc(F)c(N3CCCCC3)cc21 | -4.2% | · | 2.3% | -9.6% | -7.1% | -6.3% | -3.6% | 1.6% | 3.3
COc1ccc(OCC(=O)Nc2nc3ccccc3[nH]2)cc1 | 3.9% | ? | -17.3% | -1.1% | ? | -9.7% | -7.3% | 17.4% | -4.0
O=C(COc1ccccc1)N(Cc1cccs1)C1CCS(=O)(=O)C1 (centres undefined) | 2.2% | 19.1% | -17.8% | -2.2% | 301.4%[activator] | -0.2% | 14.0% | 1.7% | -9.4
COc1ccc(CCNC(=O)c2cc(=O)[nH]c3ccc(S(=O)(=O)N4CCCCC4C)cc23)cc1OC (centres undefined) | 1.3% | · | -5.9%[60.1 µM] | -12.8% | -28.8% | 56.3%[activator] | 4.1% | 0.9% | -9.2

The list continues:
SMILES | ERG Ets-DNA blk | APEX1 inh | Pol kappa inh | Pol eta inh | 12-LOX inh | Apoferritin bind | RGS4 inhibitor | POLB inh | LDHA block
CN1CCO/C1=C(\C(Cl)=C(Cl)Cl)[N+](=O)[O-] | 6.4% | -2.8% | 5.3% | 4.7% | ? | 1.2% | -10.6% | 0.4% | 4.2
O=C(NCCSc1ccccc1)c1ccc(CN2CCOCC2)cc1 | 5.3% | -3.2% | 7.1% | -17.4% | 0.0% | -5.3% | 15.8% | 4.6% | -0.8
C/C(=C\C=C(C#N)C#N)c1cc(C#N)c(N)o1 | 117.0%[activator] | ? | ? | ? | ? | -4.2% | -20.3% | 8.91µM* | 10.5
NS(=O)(=O)c1ccc(NC(=O)c2c(Cl)cccc2Cl)cc1 | 3.4% | 12.8% | 1.6% | 3.1% | 1.0% | -0.6% | ? | 24.0% | -11.2
Cc1ccc(C)c(NC(=O)CSc2nc3[nH]ncc3c(=O)[nH]2)c1 | -5.2% | 2.0% | -10.5% | -10.7% | -4.2% | 33.4% | -13.0% | 20.9% | -6.0
Cn1c(-c2cc(Cl)ccc2O)nc2c1c(=O)[nH]c(=O)n2Cc1ccccc1 | -8.9% | 2.7% | -5.3% | 7.4% | -19.5% | -12.9% | 24.3% | -19.4% | -9.3
CCCc1nn2c(N)c(/C=C3\C=Nc4ccccc43)c(=O)nc2s1 | -1.7%&5.1% | 13.5%&-0.8% | -9.7%&-1.0% | -14.8%&-11.7% | 59.6%&9.3%[activator] | -4.3%&-1.5% | 9.4%&20.1% | 11.8%&-6.8% | 6.2&-11.5
O=C(Nc1ccccc1C(=O)Nc1ccc2c(c1)OCO2)c1cccs1 | -0.4% | 7.5% | 0.1% | -8.1% | 0.5% | -10.3% | 13.4% | 24.7% | -4.3
COC(=O)c1nc(NNC(=O)c2ccccc2)sc1-c1ccccc1 | -2.2% | 26.9% | -12.3% | -1.4% | 0.0% | -15.4% | -10.7% | 7.0% | -11.1
CCn1c(SCC(=O)NCCc2ccccc2)nc2c([nH]c3ccccc32)c1=O | 5.1% | -12.1% | -0.2% | -22.0% | 5.8% | -1.9% | -4.1% | -0.9% | -1.0
COc1ccc2c(C)cc3n[nH]c(=S)n3c2c1 | -4.8% | -2.8% | 10.1% | -13.4% | ? | -3.7% | ? | -15.3% | 1.1
Cc1cc2cc3c(cc2nc1SCC(=O)OC(C)C)OCCO3 | 0.2% | -0.8% | -1.6% | -6.8% | 0.0% | 25.9% | -8.2% | 1.9% | -0.1
COc1ccc(C(=O)COC(=O)/C=C/c2ccco2)cc1F | -8.2% | ? | ? | ? | ? | · | -15.5% | · | -0.6
COc1cc(CN2CCN(c3cc(C)ccc3C)CC2)cc([N+](=O)[O-])c1O | 6.8% | · | -5.6% | 3.8% | ? | · | -20.2% | · | 10.1
CCOc1ccc2oc(C(=O)OCC(=O)N3CCCC(C)C3)c(C)c2c1 (centres undefined) | · | -13.1% | -21.1% | -12.1% | 1.1% | · | ? | · | 5.5
O=C(NCCN1C(=O)S/C(=C/c2cccnc2)C1=O)C1CC(=O)N(Cc2ccccc2)C1 (centres undefined) | -4.9% | -3.0% | -0.7% | -17.6% | -3.3% | -9.1% | -31.7%[56.9 µM] | 82.3% | 0.5
CCc1cccc(CC)c1NC(=O)Cn1c(=O)c(-c2cc(C)ccc2NC(C)=O)nc2ccccc21 | 1.1% | · | -0.1% | ? | ? | -9.6% | 16.8% | 12.1% | -5.1
C=CCn1nc(-c2ccccc2)c(N2CCCCC2)cc1=O | 10.1% | -0.8% | -4.8% | -15.1% | -0.6% | -14.4% | -5.4% | -0.7% | -6.4
COc1ccc(NC(=O)c2ccc(N3C(=O)C4CC=C(C)CC4C3=O)cc2)c(OC)c1 (centres undefined) | -7.8% | -5.7% | 6.8% | -12.6% | 4.5% | ? | 1.7% | 31.2% | 3.2
O=C(Cn1c(=O)c2cccn2c2ccccc21)Nc1cc(F)ccc1F | 14.6%&-3.6% | 70.7%[activator] | -1.1%&0.8% | -11.0%&-1.6% | ? | ? | -9.9%&-1.6% | ? | -2.7&-5.0
